Yeast life ext = compounds extending yeast replicative lifespan, primary screen, S. cerevisiae, OD615 | S. cerevisiae growth with nicotinamide; deaD strain in restrictive glucose medium | inhibition of the nicotinamide effect, % at 10 µM | 130,000 compounds, 0.68% hits | AID 775, 2007;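 active = inhibition above a set limit, placed 3 SD over the median of all compounds, cut at about 26% in these data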;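 note: 0% = nicotinamide-treated wells and 100% = cells grown without nicotinamide; some compounds called inactive have numbers as strong as hits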
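Assay system: engineered S. cerevisiae DeaD replicative-lifespan strain, galactose-grown log-phase cells; Buffer or medium: CSMM-D glucose medium, restrictive; Probe or stimulus: nicotinamide 1.5 mM; Compound: single dose 10 µM compound, 0.25% DMSO; Schedule: 4 h preincubation then 48 h treatment at 30 °C; Technique: OD615 measurement.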
Phagocytosis inh = inhibitors of macrophage phagocytosis, primary screen, imaging, J774A.1 cells, IgG beads | J774A.1 macrophage IgG-bead phagocytosis | inhibition, % at 5 µM | 110,000 compounds, 0.07% hits | AID 1029, 2008;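 active = inhibition above the mean of the plate negative controls plus 5 SD, cut at about 13% in these data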;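 note: phagocytic index as fraction of beads internalized from green versus red external bead signal; plate controls were DMSO negative control for no effect and cytochalasin-D positive control for full effect; some results beyond the cut were filed as inactive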
MRP1 act = H69AR viability gain despite doxorubicin, primary screen, MRP-1 activator project, H69AR cells, CellTiter-Glo. viability rescue. viability increase, % at 10 µM. 140,000 compounds, 0.61% hits;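 active = viability gain under doxorubicin at or above a set limit, the compound median plus 3 SD, cut at about 4.7% in these data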;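 note: MRP-1 overexpressing cells given doxorubicin 25 µM after compound pretreatment; 18-22 h compound pretreatment then 72 h with doxorubicin before readout; 0% = doxorubicin-only wells and 100% = vehicle-treated cells without doxorubicin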
PTEN del growth = growth suppression of PTEN-null HCT116, primary screen, cell-based, CellTiter-Glo; HCT116 PTEN-null viability, 60 h; active compounds read low; 140,000 compounds, 1.2% hits; viability, % at 10 µM; AID 827, 2007;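 active = viability at or below a set limit, 4 SD under the median of all tested compounds, cut at about 3.7% in these data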;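 note: PTEN knockout HCT116 line with beta catenin targeted HCT116 as companion control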
Yeast growth inh = growth inhibitors of yeast BB579 in restrictive medium, primary screen, yeast lifespan-shortening project, S. cerevisiae. OD615, 48 h. inhibition, % at 10 µM. 140,000 compounds, 0.51% hits. AID 804, 2007;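 active = inhibition above a set limit, 3 SD over the mean compound inhibition, cut at about 44% in these data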; note: inactives centre near -24
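Test system: Saccharomyces cerevisiae DeaD strain BB579, replicative lifespan model yeast | Buffer or medium: Restrictive CSMM-D medium | Doses: One dose, 10 µM compound with 0.25% DMSO | Incubation: 48 h exposure, 30 °C | Detection: Culture absorbance at 615 nm | Control set: Amphotericin B at 10 µg/mL as positive control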
NPY-Y2 antag = NPY-Y2 receptor antagonists, primary screen, cell-based; NPY-Y2 expressing cells, antagonist mode; inhibition, % at 2.7 µM; Neuropeptide Y receptor type 2 (Homo sapiens), P49146; 140,000 compounds, 0.99% hits; in the data active = inhibition above about 17%;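 note: 0% = vehicle with agonist challenge and 100% = reference antagonist with challenge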
Target sequence (P49146 whole entry, looked up): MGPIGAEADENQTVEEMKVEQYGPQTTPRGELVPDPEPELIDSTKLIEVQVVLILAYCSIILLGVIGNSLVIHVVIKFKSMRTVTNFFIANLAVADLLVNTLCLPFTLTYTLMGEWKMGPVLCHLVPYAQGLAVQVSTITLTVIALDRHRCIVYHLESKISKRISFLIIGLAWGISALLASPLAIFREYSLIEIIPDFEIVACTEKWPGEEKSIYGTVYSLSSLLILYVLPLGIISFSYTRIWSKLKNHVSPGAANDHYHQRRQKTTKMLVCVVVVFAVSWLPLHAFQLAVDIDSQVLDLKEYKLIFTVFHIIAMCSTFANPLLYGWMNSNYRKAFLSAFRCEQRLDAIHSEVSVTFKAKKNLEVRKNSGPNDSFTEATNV
HCT116 bCat-KO = primary screen for growth suppressors in beta-catenin knockout HCT116 cells (colon tumor, human) | viability, % at 10 µM | 140,000 compounds, 1.5% hits | HCT116 beta-catenin knockout viability, CellTiter-Glo, 60 h; active compounds read low;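 active = viability at or under a set limit, the compound median less 4 SD, cut at about 6% in these data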;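 note: 0% = Hyamine 1622 control at 20 µM and 100% = untreated cell control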
GALR2 antag = GALR2 antagonists in receptor-expressing cells, primary screen; Galanin receptor type 2 (Homo sapiens), O43603; antagonist mode; inhibition, % at 4 µM; 140,000 compounds, 0.39% hits; in the data active = inhibition above about 27%;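 note: cells stimulated with galanin 1-16 at roughly its EC80; 0% = agonist challenge control and 100% = basal control without agonist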
Target sequence (O43603 whole entry, looked up): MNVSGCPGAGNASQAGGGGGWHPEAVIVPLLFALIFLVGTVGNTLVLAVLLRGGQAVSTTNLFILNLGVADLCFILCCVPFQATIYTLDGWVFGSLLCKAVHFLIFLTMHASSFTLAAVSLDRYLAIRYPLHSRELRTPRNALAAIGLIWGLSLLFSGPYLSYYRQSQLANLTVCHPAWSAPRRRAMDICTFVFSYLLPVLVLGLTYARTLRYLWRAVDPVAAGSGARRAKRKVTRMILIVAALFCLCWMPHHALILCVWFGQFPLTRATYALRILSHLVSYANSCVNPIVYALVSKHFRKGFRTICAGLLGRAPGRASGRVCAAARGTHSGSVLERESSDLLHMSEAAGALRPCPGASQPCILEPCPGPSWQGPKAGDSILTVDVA
E-sel TNF inh = E-selectin induction blockers in HUVEC – imaging, immunofluorescence, high content, primary screen. HUVEC TNFa-induced E-selectin immunofluorescence. inhibition, % at 2 µM. 120,000 compounds, 0.71% hits;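 active = inhibition above the batch mean plus 3 SD, and confirmed as a hit on visual image review, cut at about 43% in these data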;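 note: 0% = TNF-stimulated DMSO wells and 100% = unstimulated control wells; not every result past the cut was called active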
Measles CPE = compounds protecting cells from measles virus cytopathic effect, primary screen, measles RdRp inhibitor project, single point, MLSMR library, absorbance; protection (pct of control), % at 4 µM; AID 841, 2007; Measles virus-infected cells, CPE protection; 140,000 compounds, 1.5% hits; in the data active = protection mostly above about 24%, no sharp cut-off; inactive = mostly below about 26%; note: some compounds called inactive have numbers as strong as hits
* hit, by the source's call; / = not tested or not shown. Rows are unselected, and some 6.1% of all compounds hit somewhere here.

Structure	Measles CPE	Phagocytosis inh	PTEN del growth	NPY-Y2 antag	Yeast life ext	GALR2 antag	Yeast growth inh	E-sel TNF inh	HCT116 bCat-KO	MRP1 act
COCCN1Cc2c(sc(C)c2C)N(C(=O)c2ccccc2)C1	4	-3	75	-1	-16	5	-53	8	66	-1.1
CCCn1c(C)cs/c1=N\C(=S)Nc1ccccc1	44*	-5	90	6	0	1	-29	/	94	-2.0
O=C(C1CC1)N1CCc2cc(Br)cc(S(=O)(=O)NCCCN3CCCC3)c21	4	1	84	3	-20	12	-15	66*	98	-3.5
Cc1cccc(OCCn2c(NC(=O)c3ccco3)nc3ccccc32)c1	2	1	11	37*	-9	-3	-21	-18	19	-2.7
CN(CC(=O)Nc1ccc(F)c(F)c1F)c1cnccn1	5	/	86	0	-3	9	-31	-23	81	-3.0
COCCn1c(SCc2nc3ccccc3c(=O)[nH]2)nnc1-c1ccncc1	15	0	111	1	-7	7	-8	28	101	-0.8
C=CCNc1nc(-c2sc(NC(C)=O)nc2C)cs1	8	0	84	2	-15	-3	-4	-3	81	-2.7
Cn1c(=O)c2c(nc(NCc3ccc4c(c3)OCO4)n2Cc2ccccc2Cl)n(C)c1=O	4	1	93	0	-7	1	-35	9	81	-0.9
CC12CNCC(C)(CN(C(c3ccccc3)c3ccccc3)C1)C2	6	/	57	5	/	-9	-10	-29	54	-6.2
CCOc1ccc(N2C(=O)CC(Sc3nccc(C)n3)C2=O)cc1 (centres undefined)	24	-1	94	1	-10	-4	-13	6	98	-0.7
Cc1ccc(NC(=O)c2cccs2)cc1S(=O)(=O)N(C)C	10	/	103	1	10	15	-36	/	103	-1.2
C=CCN(CC=C)C(=S)NC(=O)/C=C/c1ccc(OC)cc1	9	3	90	9	-1	12	-36	/	98	-0.5
O=[N+]([O-])c1ccc(COc2ccc(-c3[nH]ncc3-c3ccccc3)c(O)c2)cc1	/	-5	48	2	7	10	-1	/	59	1.8
Cc1nn(-c2ccccc2)c2[nH]c(=O)c(CNc3ccc(N4CCOCC4)cc3)cc12	7	1	93	-2	23	-13	-84	22	77	-2.2
CCN1CCN(CCC(=O)Nc2ccccc2OC)CC1	20	1	89	2	10	-11	-23	23	93	-1.4
COc1ccc(C(=O)Sc2ccc(C)cc2)cc1OC	12	1	90	-1	-19	-16	-37	-25	96	-5.4
O=C(c1cccn2c(=O)c3ccc(Cl)cc3nc12)N1CCN(Cc2ccc3c(c2)OCO3)CC1	11	-1	68	0	0	-3	-46	0	69	-3.4
CCCCN(C)CCCNC(=O)Cn1c(=O)sc2ccccc21	6	-1	85	2	-6	-12	-38	-12	86	-1.4
COc1ccc(/C=C/C(=O)NCCSCc2ccco2)cc1	4	-1	93	3	-4	-3	-16	4	95	-1.4
Nc1cccc2c1C(=O)N(C(=O)c1cccc(S(=O)(=O)N3CCCC3)c1)C2=O	12	0	94	2	28	12	-53	-12	92	-1.1
CCc1ccc(NC(=O)c2cnc3scc(C)n3c2=O)cc1	24	-1	64	4	-13	-4	-29	-28	71	-3.7
CCOC(=O)c1cc2sc(C)cc2n1CC(=O)N1CCOCC1	21	4	92	1	-24	2	-4	-15	94	-3.4
Cc1ccc(O)c(NC(=O)COc2cc(C)ccc2C)c1	59	/	92	2	-17	-12	-33	10	107	-4.2
O=S(=O)(c1ccc(Cl)cc1)N1CCN=C1SCc1cccc(Cl)c1	7	-6	78	13	3	3	-68	-4	76	-3.7
CCOC(=O)/C=C/C(=O)OCC(=O)Nc1ccc(Cl)cn1	7	1	83	2	15	-3	-44	13	82	-0.7

Later entries
Structure	Measles CPE	Phagocytosis inh	PTEN del growth	NPY-Y2 antag	Yeast life ext	GALR2 antag	Yeast growth inh	E-sel TNF inh	HCT116 bCat-KO	MRP1 act
CCOC(=O)c1sc2nc(C)cc(-c3ccccc3)c2c1N	13	2	94	2	1	0	-12	-12	89	1.4
Cc1nc(N)sc1-c1nnc(SCC(=O)Nc2ccccc2C(F)(F)F)n1C	17	1	94	2	-2	8	-2	-4	101	-0.2
COc1cccc(-n2nnnc2SCC(=O)Nc2cccc(C)n2)c1	4	-1	97	9	-8	-8	-63	-29	101	-1.2
C#CCOCCOCCOCCNc1nc(N2CCN(C(=O)[C@H](C(C)C)n3cc(CCO)nn3)CC2)nc(N2CCN(C(=O)[C@H](CCCCN)n3cc(CCCC)nn3)CC2)n1	16	/	91	1	1	-1	8	-25	100	0.2
Cc1ccc(N2C(=O)C3NN=C(C(=O)OCc4ccccc4)C3C2=O)cc1 (centres undefined)	7	/	96	3	1	4	-39	/	92	1.1
Cc1csc2ncc(C(=O)NC(C)c3ccccc3)c(=O)n12 (centres undefined)	16	0	90	5	-7	-7	-18	/	99	-0.8
O=C(O)CSCC(=O)Nc1ccc(C(=O)O)cc1	8	-1	97	1	5	-6	-16	-19	87	-2.2
Cc1ccc2cc(/C=C(\C#N)C(N)=O)c(N3CCCCC3)nc2c1	16	-2	27	-1	3	5	-30	-6	43	-1.7
COc1ccc(C(NC(=O)CNC(C)=O)C(=O)Nc2ccc(C(C)C)cc2)cc1 (centres undefined)	43*	0	93	1	-9	-5	-35	/	96	1.8
Cc1ccc(-c2csc3ncnc(Oc4ccc5c(C)cc(=O)oc5c4)c23)cc1	5	-2	72	6	0	-1	-13	/	73	-3.9
O=C(Nc1ccc(Cl)cc1)N(Cc1nc2ccccc2c(=O)[nH]1)Cc1cccs1	28	-16	65	1	-5	-24	-21	-7	75	-1.9
CC(/C=C/c1ccco1)=N\NC(=O)c1cccnc1	10	1	83	-2	-19	2	-66	-13	77	-1.3
O=S(=O)(c1ccccc1C(F)(F)F)N1CCOCC1	14	1	90	0	-5	5	-18	/	96	-0.4
CCC1CCCCN1C(=O)C1CC(c2cc(Cl)c(OC)cc2OC)=NO1 (centres undefined)	27	-2	93	3	-4	-2	8	-9	91	-1.9
Cc1cc(C)c2c(N=NN3CCOCC3)[nH]nc2n1	5	-12	96	-1	-4	-3	66*	/	108	-1.3
C=CCc1cccc2cc(C(=O)NC)c(=O)oc12	3	0	90	-2	-25	-3	25	10	102	-2.6
Cc1ccc(S(=O)(=O)N/N=C/c2c(F)cccc2Cl)cc1	13	/	97	2	1	10	-36	/	91	-0.6
CNC(=O)C12CCC(C)(c3nc4cc(C)c(C)cc4nc31)C2(C)C (centres undefined)	4	0	94	5	-4	-6	-64	-21	83	-1.6
Cc1cccc(NC(=O)C23CCC(C)(C2Br)C3(C)C)c1 (centres undefined)	12	/	74	0	7	6	-49	-22	72	1.0
COc1ccc2nc(C)cc(SCC(=O)N/N=C/c3ccccc3)c2c1	23	-15	88	1	-6	-5	4	6	81	-4.6
Nc1c(C(=O)N2CCCCC2)sc(=S)n1-c1ccccc1	7	0	88	4	-12	-9	28	-9	101	-0.5
Nc1nc2ccc(OC(F)(F)F)cc2s1	64	/	79	4	-3	4	-24	/	74	-0.5
O=C(Nc1cccc(F)c1)NC1CC2CCCC(C1)N2C1CC1 (centres undefined)	5	0	108	-3	-4	-5	-46	-10	101	-0.4
Cc1cc2n(c1)CCn1c(C)ccc1-2	4	1	102	2	-10	-10	-21	-8	91	-2.7
COc1ccc(OC)c(NC(=O)C2CCCN(S(=O)(=O)c3cccc4nsnc34)C2)c1 (centres undefined)	2	/	85	0	-4	9	-24	/	96	-2.5

Later entries.
Structure	Measles CPE	Phagocytosis inh	PTEN del growth	NPY-Y2 antag	Yeast life ext	GALR2 antag	Yeast growth inh	E-sel TNF inh	HCT116 bCat-KO	MRP1 act
CC(OC(=O)c1cc2c(ccc3ccccc32)oc1=O)c1nc2ccccc2s1 (centres undefined)	5	-6	96	15	-4	3	1	/	93	3.2
CCN(CC)CCNC(=O)c1c(C)n(-c2ccccc2)c2cc(Br)c(OC)cc12	10	/	14	16	-10	3	-7	-13	6	-6.2
COc1ccc(C(C(=O)NC2CCCC2)N(C(=O)c2snc(-c3ccc(F)cc3)c2N)c2ccccc2)cc1 (centres undefined)	1	/	48	7	0	-1	-14	-13	40	-1.9
Cc1cccc(C2CC(c3ccccc3)Nc3ncnn32)c1 (centres undefined)	12	0	95	/	-3	/	-3	/	86	-3.3
CC(=O)C1C(c2cccc(Oc3ccccc3)c2)NC(=O)NC1(O)C(F)(F)F (centres undefined)	4	-2	94	2	-9	-11	-24	/	95	-0.1
O=C(Cn1nnc(-c2ccccc2NC(=O)C2CC2)n1)NC1CCCCC1	20	0	90	2	-17	-3	-50	-88	89	-2.1
CCC(C(=O)Nc1cc(C)nn1-c1nc(C)cc(C)n1)c1ccccc1 (centres undefined)	6	/	80	7	5	-13	-17	/	84	-3.4
Cc1cccc(C)c1NC(=O)Cn1nc(-c2ccccc2)nc1-c1ccccc1	12	0	65	4	-5	2	-36	/	58	-2.2
O=C(c1cccc(Br)c1)c1conc1C(=O)c1ccco1	7	-4	101	-1	-4	5	-47	13	106	-1.5
CCC(=O)NCCCOc1ccccc1	25	-2	100	-4	-1	1	-19	/	107	-1.6
O=C(OCCN=C1NS(=O)(=O)c2ccccc21)c1cccnc1	3	2	98	-2	-10	-12	-26	-4	95	-2.0
Cc1nnc(SCC(=O)Nc2ccc(Cl)cn2)[nH]c1=O	11	/	98	1	/	-2	-42	-10	98	0.4
CCOC(=O)/C(=N\Nc1ccc(Cl)cc1)c1csc(Nc2ccccc2)n1	5	-2	22	1	-17	-4	-53	/	14	-2.3
COc1ccccc1CNC(=O)c1c(-c2ccccc2)nn(-c2ccccc2)c1C	21	-1	/	1	-5	5	-38	-10	78	-1.5
CC1CCN(C(=O)/C=C/c2ccc(C(C)(C)C)cc2)CC1	7	-4	92	8	7	-8	-18	/	91	4.2
COc1ccc(Cn2c(N)c(C#N)c3nc4ccccc4nc32)cc1OC	14	0	76	-2	-9	-9	-40	10	89	-4.2
COc1ccccc1Nc1nc(N)nc(CSc2nccc(C)n2)n1	10	-3	94	0	-2	-5	-13	-21	91	-3.1
Cc1nc(C(C)(C)O)n(-c2ccccc2)n1	24	1	87	0	-28	5	-14	-17	93	-3.0
COc1ccccc1NS(=O)(=O)c1ccc(Cl)cc1	5	1	86	1	/	9	-37	-28	90	0.2
COc1cc(CC(=O)OCC(=O)Nc2cc([N+](=O)[O-])ccc2Cl)cc(OC)c1OC	6	-10	93	3	0	-10	-26	/	98	1.5
CCOC(=O)c1nc2ccccc2s1	4	0	99	0	-12	4	-3	/	94	-2.9

Screening results (PubChem)
